Bioassay records (PubChem BioAssay)
NR2F2 inh: inhibitors of human COUP-TFII (NR2F2). 370,000 tested, 0.7% active. P24468. inhibition, % at 8.6 µM. HEK293T NGFI-A luciferase reporter, luminescence;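 active = inhibition above a per-plate cutoff, mean inhibition of test wells between control levels plus 3 SD, cut at about 38% in these data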;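 also: cells cotransfected with COUP-TFII expression vector driving the NGFI-A reporter; 0% = median of COUP-TF2 test wells and 100% = reporter-only cells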
LRH-1 inv ag: inverse agonists of human LRH-1 (NR5A2). O00482. HEK293T StAR-luciferase reporter, LRH-1 transfected, 24 h. inhibition, % at 3.6 µM. 360,000 tested, 0.13% active. AID 602396;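 active = inhibition above the mean inhibition of all tested compounds plus 3 SD, cut at about 73% in these data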;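 also: 0% = DMSO wells and 100% = reporter-only cells lacking LRH-1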
Vif imaging: blocks HIV Vif function. HEK293T cells, Vif self-association by quenched fluorescence, imaging, 24 h. inhibition, % at 7.49 µM. 340,000 tested, 0.35% active; in the data active = inhibition above about 50%, passing the limit was not always enough; also: some results filed as inactive read as strong as hits
SRC3 inh: inhibitors of human steroid receptor coactivator 3 (SRC3). Q9Y6Q9. HEK293 GAL4-SRC3 luciferase reporter, luminescence. inhibition, % at 3.6 µM. 360,000 tested, 0.17% active;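 active = inhibition above a per-campaign cutoff, the mean of all compounds plus 3 SD, cut at about 60% in these data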;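 also: 0% = DMSO-treated cells and 100% = gossypol-treated cells at 36 µM; higher means less SRC3-driven luciferase light from the GAL4 reporter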
SRC1 inh: inhibitors of human steroid receptor coactivator 1 (SRC1); 360,000 tested, 0.12% active; HEK293 GAL4-SRC1 luciferase reporter, luminescence; Q15788; inhibition, % at 3.6 µM; AID 588354;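 active = inhibition above the campaign mean plus 3 SD, with each screening campaign given its own cutoff, cut at about 60% in these data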;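 also: 0% = DMSO treated cells and 100% = gossypol at 36 µM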
C8 TRAIL sens: sensitizes caspase-8 expressing cells to TRAIL; inhibition (viability loss, TRAIL sensitization), % at 10 µM; 360,000 tested, 1% active; NB7+C8 cells + TRAIL, ATPlite viability luminescence;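 active = compounds causing at least 50% loss of cell viability in the single-dose screen, relative to plate controls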
SRC2 inh: inhibits human steroid receptor coactivator 2. AID 651957. 370,000 tested, 0.17% active. HEK293 GAL4-SRC2 luciferase reporter, luminescence. Q15596. inhibition, % at 9 µM;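 active = inhibition above the mean inhibition of all tested compounds plus 3 SD, set per campaign, cut at about 52% in these data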;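 also: 0% = DMSO treated cells and 100% = cells given Gossypol at 36 µM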
NOD2-RIPK2 inh: blocks binding of human NOD2 to RIPK2. 360,000 tested, 0.38% active. CHO BLA complementation NOD2-RIPK2, CCF4 ratio. inhibition, % at 4.98 µM; in the data active = inhibition above about 21%;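 also: 0% = vehicle only and 100% = reference blocker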
EBV LMP1 NFkB: inhibitors of Epstein-Barr LMP1-induced NF-kappaB reporter; inhibition, % at 12.5 µM; LMP1-induced NF-kappaB luciferase reporter cells, luminescence; 350,000 tested, 0.69% active; in the data active = inhibition above about 41%;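 also: 0% = neutral control wells and 100% = reference inhibitor control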
TLR9-MyD88 block: TLR9-MyD88 interaction inhibition; CHO BLA complementation TLR9-MyD88, CCF4 FRET ratio; AID 504734; inhibition, % at 4.98 µM; 340,000 tested, 0.21% active; Q9NR96+Q99836;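 active = inhibition above the mean over all tested compounds plus 3 SD, cut at about 21% in these data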;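 also: 0% = DMSO only wells and 100% = clavulanate BLA inhibitor control wells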
Target sequence (Q99836 whole entry, looked up): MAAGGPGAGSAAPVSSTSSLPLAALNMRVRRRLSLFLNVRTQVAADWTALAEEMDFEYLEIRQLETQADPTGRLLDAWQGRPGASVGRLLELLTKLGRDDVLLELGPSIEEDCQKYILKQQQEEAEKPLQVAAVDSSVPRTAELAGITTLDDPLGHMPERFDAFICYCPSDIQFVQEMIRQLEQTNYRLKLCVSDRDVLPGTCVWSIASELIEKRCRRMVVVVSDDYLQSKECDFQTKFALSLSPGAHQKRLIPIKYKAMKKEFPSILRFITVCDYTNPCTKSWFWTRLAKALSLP
Target sequence (Q9NR96 whole entry, looked up): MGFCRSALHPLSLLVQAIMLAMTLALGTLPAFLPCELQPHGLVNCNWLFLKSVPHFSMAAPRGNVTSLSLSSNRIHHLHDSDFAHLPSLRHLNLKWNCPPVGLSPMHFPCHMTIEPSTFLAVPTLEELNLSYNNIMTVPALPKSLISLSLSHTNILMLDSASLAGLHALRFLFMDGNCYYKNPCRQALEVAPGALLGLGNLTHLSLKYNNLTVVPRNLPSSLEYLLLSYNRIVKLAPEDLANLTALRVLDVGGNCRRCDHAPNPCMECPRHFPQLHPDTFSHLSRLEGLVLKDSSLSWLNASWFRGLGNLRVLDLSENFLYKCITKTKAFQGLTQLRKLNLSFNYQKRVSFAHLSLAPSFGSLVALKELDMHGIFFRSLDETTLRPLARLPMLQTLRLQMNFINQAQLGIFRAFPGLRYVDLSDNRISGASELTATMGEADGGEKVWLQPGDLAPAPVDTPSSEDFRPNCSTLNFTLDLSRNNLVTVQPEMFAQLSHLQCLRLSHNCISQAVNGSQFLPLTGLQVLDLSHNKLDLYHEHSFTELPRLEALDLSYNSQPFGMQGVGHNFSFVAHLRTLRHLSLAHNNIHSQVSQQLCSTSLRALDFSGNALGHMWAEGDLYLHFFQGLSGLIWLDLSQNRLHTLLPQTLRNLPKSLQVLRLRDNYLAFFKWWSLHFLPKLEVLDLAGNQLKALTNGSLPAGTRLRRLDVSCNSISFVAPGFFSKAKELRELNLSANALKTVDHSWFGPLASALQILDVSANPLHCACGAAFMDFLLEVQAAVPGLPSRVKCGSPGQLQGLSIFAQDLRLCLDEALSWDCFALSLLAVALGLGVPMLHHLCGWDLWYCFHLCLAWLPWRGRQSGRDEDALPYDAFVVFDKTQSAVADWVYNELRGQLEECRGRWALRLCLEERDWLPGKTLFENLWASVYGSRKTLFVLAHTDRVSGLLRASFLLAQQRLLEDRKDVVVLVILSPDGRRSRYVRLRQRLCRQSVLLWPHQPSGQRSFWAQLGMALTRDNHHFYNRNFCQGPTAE
TROY signal inh: TROY signaling inhibition | Q293 LMP1-TROYcd NF-kB luciferase reporter, 4 h | inhibition, % at 10 µM | 360,000 tested, 0.98% active | AID 1347056;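 active = compounds whose plate-normalised and pattern-corrected inhibition of the luciferase reporter signal at the single screening dose is 50% or more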
* hit, by the source's call; . = no result given. Only part of the results is shown; the hit share may differ from the screen's.

SMILES | NR2F2 inh | LRH-1 inv ag | Vif imaging | SRC3 inh | SRC1 inh | C8 TRAIL sens | SRC2 inh | NOD2-RIPK2 inh | EBV LMP1 NFkB | TLR9-MyD88 block | TROY signal inh
CC1(C)CC(=O)N(CC(=O)NCc2ccc(F)cc2)c2ccccc2S1(=O)=O | -17 | 1 | -8 | -12 | -24 | -7 | -2 | 6 | -7 | 1 | -14
CC1(C)OC(=O)C(=CNc2ccccc2F)C(=O)O1 | 8 | -13 | -16 | 8 | -5 | 6 | -12 | -3 | -3 | 2 | -23
O=C1NC(=S)S/C1=C\c1cc(Cl)ccc1Cl | -15 | -37 | -37 | -29 | -20 | 13 | -5 | 2 | -14 | -10 | 25
O=C(NCc1ccco1)c1c(F)cccc1Cl | 16 | 1 | 8 | 3 | -1 | 1 | -2 | -9 | -6 | -8 | -5
COC(=O)c1ccccc1NC(=O)CCCn1nc(C)c2c(C)n(-c3ccccc3)nc2c1=O | -2 | 2 | 7 | 21 | 4 | -8 | -25 | -6 | 8 | 7 | -6
Cc1cccc(C)c1NC(=O)CN1C(=O)C(C)Oc2ccccc21 (centres undefined) | -12 | 4 | -4 | -10 | 8 | -21 | 25 | -2 | 16 | -1 | 16
CCn1c2ccccc2c2cc(NC(=O)CN3CCCC3)ccc21 | 27 | 20 | -8 | -3 | 4 | 6 | 24 | -10 | -6 | 9 | 1
O=C(NNS(=O)(=O)c1ccc(F)cc1)c1sccc1-n1cccc1 | 7 | -14 | -1 | 14 | 4 | 2 | 21 | 1 | 2 | 14 | -5
COc1ccccc1NC(=S)NNC(=O)c1nn(C)c(C)c1Cl | -24 | -23 | 8 | -40 | -38 | 10 | -56 | -3 | 7 | -5 | -47
O=C(COC(=O)CCc1ccccc1)Nc1cc([N+](=O)[O-])ccc1F | . | 5 | 15 | -28 | -12 | 0 | . | -7 | -1 | -4 | 3

Not a retest: entries from further up.
SMILES | NR2F2 inh | LRH-1 inv ag | Vif imaging | SRC3 inh | SRC1 inh | C8 TRAIL sens | SRC2 inh | NOD2-RIPK2 inh | EBV LMP1 NFkB | TLR9-MyD88 block | TROY signal inh
Cc1cccc(C)c1NC(=O)CN1C(=O)C(C)Oc2ccccc21 (centres undefined) | -12 | 4 | -4 | -10 | 8 | -21 | 25 | -2 | 16 | -1 | 16
CCn1c2ccccc2c2cc(NC(=O)CN3CCCC3)ccc21 | 27 | 20 | -8 | -3 | 4 | 6 | 24 | -10 | -6 | 9 | 1

(next part)
SMILES | NR2F2 inh | LRH-1 inv ag | Vif imaging | SRC3 inh | SRC1 inh | C8 TRAIL sens | SRC2 inh | NOD2-RIPK2 inh | EBV LMP1 NFkB | TLR9-MyD88 block | TROY signal inh
CCCCC(=O)N1C(C)CCC1C (centres undefined) | -1 | 10 | 2 | 7 | -5 | -9 | -18 | 7 | -3 | -6 | -2
Cc1cc(-c2ccc(Cl)s2)n[nH]1 | -20 | -26 | 2 | -25 | -33 | -17 | -23 | -1 | -6 | 3 | -60
CCCCN1C2CCCC1CC(NC(=O)c1ccccc1Cl)C2 (centres undefined) | 0 | 16 | 5 | 12 | -15 | 0 | -13 | -1 | 4 | -3 | -5
N/N=C(\Cc1cscn1)c1ccc(O)cc1O | -13 | 2 | -1 | 2 | -10 | -4 | -23 | 0 | 7 | -2 | -4
CC1CC2(C)CC(C)C1(COC(=O)Nc1ccccc1)CO2 (centres undefined) | -1 | -3 | 2 | 0 | -9 | 0 | -26 | -9 | -9 | -1 | -32
O=C(Nc1ccccc1C(=O)N1CCOCC1)C1CCC(=O)N1C1CCCC1 (centres undefined) | -8 | -1 | 4 | 7 | -6 | 11 | -16 | -10 | -7 | -3 | -4
Cc1ccc(CNC(=O)c2ccc3c(=O)[nH]c4c(C(=O)NCC5CCCO5)sc(=S)n4c3c2)cc1 (centres undefined) | 5 | 7 | -4 | 6 | -6 | -6 | -8 | 2 | -1 | -1 | 24
O=[N+]([O-])c1ccc(Oc2ccc(/C=N/O)cc2)nc1 | -9 | -2 | -5 | -2 | 8 | 2 | -6 | -8 | -8 | -2 | 13
O=C(/C=C/c1ccco1)Nc1ccccc1N1CCCC1 | 2 | 9 | -3 | 2 | -17 | 2 | -7 | 2 | 0 | -4 | -17
CCOC(=O)C1(CC2CCCCO2)CCN(Cc2nc3ccccc3[nH]2)CC1 (centres undefined) | 15 | -2 | -4 | 16 | -13 | -3 | -3 | -10 | 4 | 1 | 3
Cc1ccc(OCCn2c3ccccc3n3nc(C)c(=O)nc23)cc1 | 5 | 8 | . | 11 | -6 | -11 | -4 | -12 | 4 | 11 | 2
O=C(Nc1cccc(-n2cnnn2)c1)c1cc(Cl)nc(Cl)c1 | 8 | 17 | 5 | 17 | -7 | -9 | -21 | -1 | 2 | -7 | -11
CCC(c1nnnn1CCOC)N1CCN(C(=O)c2ccco2)CC1 (centres undefined) | -11 | 7 | 6 | 7 | -8 | 1 | -9 | 6 | -4 | -7 | 21
CN(CCc1ccccc1)C(=O)c1cc(COc2cccc(C(F)(F)F)c2)on1 | 1 | 2 | -5 | 1 | -4 | -8 | 4 | -3 | -9 | -3 | -6
O=C(Cn1cnc2ccccc2c1=O)N1CCN(Cc2ccccc2)CC1 | -9 | 16 | -1 | 26 | -19 | 3 | 3 | -10 | 20 | 11 | -5
CCN(CC)c1nc(-c2ccccn2)nc(-c2ccccc2)c1C#N | 41* | 45 | -3 | 32 | 13 | 13 | 24 | -2 | 12 | 7 | 5
CN(C)Cc1c(O)ccc2c3c(c(=O)oc12)CCCCC3 | -5 | 10 | -7 | 1 | -25 | 0 | 3 | -7 | 5 | -4 | 19
COc1ccc(OCC(=O)Nn2c(-c3ccc(OC)cc3)nc3ccccc3c2=O)cc1 | 8 | 3 | -4 | 12 | -12 | -2 | 0 | 6 | 6 | 2 | -27
O=C1/C(=C/c2cccnc2)SC(=S)N1c1ccccc1 | -3 | 16 | -2 | 18 | -15 | -14 | -3 | 7 | -1 | -3 | -27
Cc1ccc(N(CC(=O)NC(C)(C)C)C(=O)CNC(=O)c2cccs2)c(C)c1 | -20 | 6 | -3 | 4 | 1 | 2 | -9 | 1 | 6 | 1 | -18
COc1cc(C(C(=O)NC2CCCCC2)N(C(=O)c2snc(C(N)=O)c2N)c2ccc(C)cc2)ccc1O (centres undefined) | 6 | 23 | -3 | -21 | 18 | -6 | 0 | 3 | -2 | -1 | -21
C=CCN(C(=O)c1csnn1)C(C(=O)NC1CCCCC1)c1ccc(C)cc1 (centres undefined) | -5 | -3 | 11 | -18 | 7 | -6 | -4 | -7 | -7 | -11 | 3
C=CCOC(=O)C1=C[C@@H](C2CCCCC2)C[C@@H](OCc2ccc(CO)cc2)O1 | -1 | 0 | -3 | 2 | -6 | -4 | -18 | -6 | 2 | -6 | -1
COc1cc(C)c2c(c1OC)C(=O)CC2 | 12 | 7 | 9 | -5 | -13 | -13 | 4 | -9 | -8 | -8 | 9
CCOC(=O)c1cnn(-c2ccc(C(F)(F)F)cn2)c1N | -21 | -45 | . | -81 | -86 | -1 | -30 | 6 | -4 | -4 | -62
CCC(C)[C@H](NC(=O)NCc1cccs1)C(=O)O (some centres undefined) | -6 | 23 | . | 13 | 11 | -15 | 2 | -17 | -2 | 2 | -7
NC(=O)c1ccccc1[N+](=O)[O-] | -5 | 7 | 23 | 12 | -9 | -18 | -9 | -4 | -2 | -4 | -4
CCOC(=O)C(CO)(NC(C)=O)C(=O)OCC | 22 | 2 | 18 | -5 | -2 | -16 | -33 | -8 | 2 | -1 | -5
CN(C)Cc1cn(CCC(=O)O)c2ccccc12 | -3 | -1 | -9 | -3 | -15 | 0 | 8 | -1 | -8 | -10 | 11
O=C(CN(CC1CCCO1)C(=O)CNS(=O)(=O)c1ccc(F)cc1)NC1CCCC1 (centres undefined) | -14 | 18 | 6 | 8 | 16 | -9 | -22 | 0 | -6 | -2 | 20
CCCCOC(=O)N/N=C/C=C/c1ccccc1 | -36 | -28 | -9 | -25 | -31 | -35 | -17 | -8 | -11 | -6 | -64
COC(=O)c1cc(-c2ccc(Cl)cc2)n(-c2ccc(S(N)(=O)=O)cc2)n1 | 4 | 27 | 1 | 22 | -4 | -7 | -1 | 5 | 2 | 5 | 4
CCCn1c(C)cc(C(=O)COC(=O)c2cc(=O)[nH]c3ccccc23)c1C | -28 | -63 | -6 | -38 | -43 | 57* | -49 | 3 | -11 | -20 | -20
O=C(Cc1cccs1)N=Nc1c(O)[nH]c2ccccc12 | -25 | -5 | 7 | 2 | -5 | 4 | -3 | -20 | -5 | -2 | -14
CC(C)NC(=O)CSc1nc(-c2ccccc2)cs1 | -44 | -106 | -3 | -61 | -84 | 14 | -53 | -19 | -16 | -11 | -42
CC(Oc1ccc(Br)cc1)C(=O)Nc1ccc(S(=O)(=O)N(C)C2CCN(C)CC2)cc1 (centres undefined) | 7 | -9 | 5 | 3 | -8 | 12 | -3 | 12 | -14 | -9 | 14
Cc1ccc2c(CN3CCCCC3)cc(=O)oc2c1C | 2 | -38 | -5 | -68 | -36 | 7 | -89 | -19 | -11 | -1 | -26
O=C(CCCCn1c(=O)[nH]c2ccsc2c1=O)NCC1CCCO1 (centres undefined) | 0 | -5 | -5 | -7 | -7 | -18 | -30 | 0 | -3 | 1 | 17
COc1ccccc1C=NN1CCCCCC1 | -8 | 1 | 9 | -17 | 11 | -7 | -48 | -9 | . | . | -4
CC12CC3CC(C)(C1)CC(C(=O)NCc1cccnc1)(C3)C2 | -6 | 8 | 22 | 5 | 10 | -9 | -10 | 2 | -8 | 5 | 4
CN(C)S(=O)(=O)c1ccc(N2CCCC2)c(C(=O)NCc2cccc(C(F)(F)F)c2)c1 | 10 | 4 | 3 | -11 | -5 | -9 | 11 | -2 | 3 | -13 | -2
CC(C)NC(=O)N(C)C[C@H]1Oc2cc(C#Cc3ccc(F)cc3)ccc2S(=O)(=O)N([C@H](C)CO)C[C@H]1C | -7 | 12 | 19 | -8 | -8 | 7 | -3 | 6 | 1 | 5 | 4
O=C(Nc1ccc(NC(=O)c2cccs2)cc1)c1cccs1 | -39 | -76 | -2 | -83 | -46 | 12 | -75 | 4 | -22 | -13 | -29
O=C(COC(=O)C1CC(O)CN1S(=O)(=O)c1ccccc1[N+](=O)[O-])c1ccc[nH]1 (centres undefined) | 15 | 0 | 1 | -6 | -8 | 5 | -7 | -5 | -5 | 0 | -3
CC(=O)C1=C(N2CCCCC2)CCC1=O | 1 | -4 | 3 | 17 | -1 | -3 | -12 | 5 | -2 | -15 | 13
COc1ccc(NS(=O)(=O)c2cc(N=Nc3c(O)[nH]c(=O)[nH]c3=O)ccc2OC)cc1Br | -10 | 29 | -3 | 20 | 10 | 2 | -21 | -10 | 1 | -4 | -8
CCOC(=O)c1cc(C)sc1NC(=O)CSc1nnnn1C | -15 | -7 | -9 | 21 | -14 | -15 | 25 | 3 | 2 | 1 | 4
CN(C(=O)COC(=O)c1ccc2c(c1)NC(=O)CS2)C1CCS(=O)(=O)C1 (centres undefined) | -5 | 1 | 10 | 2 | 0 | -6 | -15 | -10 | 4 | -1 | 3
OC(CNCc1ccc(Cl)c(Cl)c1)c1ccccc1 (centres undefined) | -14 | -21 | 0 | 6 | 6 | 1 | -16 | -4 | 5 | -2 | 3
